ERp5 block: inhibitors of human ERp5 | Q15084 | ERp5 insulin aggregation, absorbance 650 nm, 90 min | inhibition, % at 9.99 µM | 0.05% of 350,000 active;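 active = mean replicate inhibition above about 25%, with every replicate also reaching it, limit read from the data, passing the limit was not always enough; inconclusive = only one of those two criteria met; inactive = neither criterion met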
RAD52 inh: inhibitors of human RAD52 DNA annealing; P43351; recombinant RAD52 DNA annealing, FRET fluorescence; 0.46% of 360,000 active; inhibition, % at 18.7 µM;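 active = every replicate showing at least 50% inhibition; inconclusive = mean inhibition at least 50% but not in every replicate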
RAD54 inh: blocks human RAD54 Holliday junction branch migration. Q92698. 0.14% of 360,000 active. FAM/BHQ fluorescence. inhibition, % at 10.4 µM;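 active = mean normalized replicate activity at least 40 and at least half of replicates scoring 40 or more; inconclusive = only one of the two criteria met; inactive = mean below 40 and under half of replicates reaching 40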;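 also: 0% = median of neutral control wells and 100% = median of positive control wells; inhibitors cause a drop in the FAM fluorescence signal; in these data hits start at about 50%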
Target sequence (Q92698 whole entry, looked up): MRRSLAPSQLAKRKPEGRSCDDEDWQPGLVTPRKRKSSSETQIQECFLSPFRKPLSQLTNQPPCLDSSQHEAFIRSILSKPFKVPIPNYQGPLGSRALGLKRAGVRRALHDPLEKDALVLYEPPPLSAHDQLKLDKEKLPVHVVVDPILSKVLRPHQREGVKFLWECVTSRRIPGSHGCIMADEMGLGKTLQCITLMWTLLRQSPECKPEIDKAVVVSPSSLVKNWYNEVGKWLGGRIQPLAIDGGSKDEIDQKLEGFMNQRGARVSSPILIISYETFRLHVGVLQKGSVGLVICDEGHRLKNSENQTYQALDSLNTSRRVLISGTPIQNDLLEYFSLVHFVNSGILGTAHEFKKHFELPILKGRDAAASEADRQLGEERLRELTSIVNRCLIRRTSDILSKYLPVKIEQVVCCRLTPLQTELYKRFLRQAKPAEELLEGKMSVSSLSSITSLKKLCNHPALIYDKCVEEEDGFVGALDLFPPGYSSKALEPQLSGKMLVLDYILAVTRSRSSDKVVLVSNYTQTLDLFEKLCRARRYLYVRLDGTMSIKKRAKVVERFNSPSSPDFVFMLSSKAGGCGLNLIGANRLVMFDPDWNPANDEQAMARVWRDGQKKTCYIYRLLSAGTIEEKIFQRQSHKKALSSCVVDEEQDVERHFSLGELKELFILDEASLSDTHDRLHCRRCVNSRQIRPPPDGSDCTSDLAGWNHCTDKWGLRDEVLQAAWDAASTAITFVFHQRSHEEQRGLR
ARNT TACC3 PPI: disrupts binding between human ARNT and TACC3; Q9Y6A5; AlphaScreen His-ARNT PAS-B/GST-TACC3 binding, luminescence; TACC3 fragment carries E629A point mutation; inhibition, % at 9.99 µM; 0.66% of 390,000 active;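 active = mean inhibition of replicates at least 50% and at least half of replicates each reaching 50%; inconclusive = half or more replicates reach 50% but mean below 50%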;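 also: 0% = complete ARNT plus TACC3 wells and 100% = ARNT alone without TACC3; many hits fall short of the cut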
CASP6 VEID inh: blocks human caspase-6 cleavage activity; purified caspase-6, Z-VEID-R110 cleavage fluorescence; P55212; 0.53% of 350,000 active; inhibition, % at 12.5 µM; AID 686996;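 active = mean inhibition across replicates at least about 35%, with every replicate also reaching that limit, limit read from the data; inconclusive = only one of the two criteria met; inactive = neither criterion met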;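 also: 0% = median of neutral control wells and 100% = no fluorescence left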
Target sequence (P55212 24-179 limits assumed): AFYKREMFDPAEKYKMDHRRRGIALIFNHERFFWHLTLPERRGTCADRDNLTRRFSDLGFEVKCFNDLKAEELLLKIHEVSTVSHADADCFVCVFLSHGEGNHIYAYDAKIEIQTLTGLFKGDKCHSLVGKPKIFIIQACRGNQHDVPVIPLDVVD
Target sequence (P55212 194-293 limits assumed): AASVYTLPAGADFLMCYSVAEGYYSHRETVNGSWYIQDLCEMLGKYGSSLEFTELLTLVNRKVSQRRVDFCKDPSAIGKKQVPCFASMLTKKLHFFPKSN
esBAF inh: blocks esBAF chromatin remodeling in mouse ES cells; reporter increase, % at 12.5 µM; AID 602393; Bmi1-luciferase knock-in reporter, 24 h; 100% = twice the neutral-well signal; 2% of 350,000 active; in the data active = activation above about 40%; inconclusive = no clear call, values can overlap the other calls;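 also: 0% = median of the plate's neutral control wells and 100% = double that signal; a rise in the Bmi1 reporter signal indicates esBAF inhibition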
E-selectin induc: E-selectin induction on HUVECs; P16581; HUVEC E-selectin immunofluorescence imaging; normalized: neutral wells 0, TNF-alpha wells 100; activation, % at 7.58 µM; 0.37% of 260,000 active; AID 686992;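 active = mean E-selectin-positive cell signal at least 10% of the positive control, reached in at least 60% of replicates, without over 20% cell loss; inconclusive = no rule given, readout overlaps actives, possibly toxicity-flagged; inactive = the rest, including those meeting only one limit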;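 also: in these data hits start at about 27%; measured in HUVEC primary endothelial cells; signal is the percent of cells scored E-selectin positive by PE staining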
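System: HUVEC / Compound: single concentration / Signal: immunofluorescence imaging / Read-out: percent E-selectin-positive cells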
PglD DTNB: inhibitors of Campylobacter jejuni PglD acetyltransferase; purified PglD enzyme, DTNB colorimetric CoA detection; inhibition, % at 12.5 µM; 0.098% of 360,000 active; in the data active = inhibition above about 16%, passing the limit was not always enough; inconclusive = no clear call, values can overlap the other calls; also: strong numbers were not always called active
An asterisk follows results filed as active; ? = inconclusive; nt = not tested or not shown; & = joins results of further samples; ! = a repeat was not active.

SMILES	ERp5 block	RAD52 inh	RAD54 inh	ARNT TACC3 PPI	CASP6 VEID inh	esBAF inh	E-selectin induc	PglD DTNB
CC(=O)Nc1cc(-c2cccc(NS(C)(=O)=O)c2)cn2c(-c3ccccc3)cnc12	-1.6	-56.6	-3.9	nt	0.6	9.0	0.2	-3.4
CCOC(=O)c1ccc(NC(=O)CCOc2ccc(OC)cc2)cc1	nt	nt	3.3	-3.0	nt	1.1	nt	2.5
COCCn1c(C)cc(C(=O)COC(=O)c2ccccc2Br)c1C	-6.9	-12.2	-12.7	1.9	12.2	-80.2	nt	2.1
Cc1[nH]c2ccccc2c1/C=C(\C#N)C(=O)NCc1ccccc1	-5.0	-60.5	nt	-42.0	-4.3	nt	-0.6	nt
O=C([C@H]1[C@H](CO)[C@H]2Cn3c(ccc(-c4ccncc4)c3=O)[C@@H]1N2CCC(F)(F)F)N1CCCCC1	0.3	-22.3	-1.1	-4.1	-0.9	1.7	0.0	1.6
CCOc1ccc(NC(=O)C(C)Sc2nnnn2C)cc1 (centres undefined)	nt	nt	9.8	-2.5	nt	4.4	nt	0.8
CCCNC(=O)N1CCC2(CC1)CN(C(=O)COC)[C@@H](CO)c1c2c2ccc(OC)cc2n1C	8.9	5.5	nt	nt	6.0	nt	-0.3	nt
Cn1c(C(=O)NC2CC2)cc2c(=O)n(C)c3ccccc3c21	1.0	12.7	16.6	10.3	2.6	-6.4	0.1	1.6
CCN(CC)S(=O)(=O)c1ccc(C)c(NS(=O)(=O)c2cc(/C=C/C(=O)O)cc(OC)c2OC)c1	4.4	1.2	nt	-8.7	2.3	nt	5.9	nt
CCOC(=O)Cc1cnc(NC(=O)NC(C(=O)OCC)(c2ccccc2)C(F)(F)F)s1 (centres undefined)	nt	nt	7.0	4.5	nt	6.1	nt	-3.9
Cc1ccc(CCNC(=O)CCc2nc3ccccc3[nH]2)cc1	-3.0	-20.3	-3.8	5.5	-1.5	2.1	0.6	8.3
COc1cccc(CNC(=O)C2CCCN(S(=O)(=O)c3c(C)noc3/C=C/N(C)C)C2)c1 (centres undefined)	-1.2	-275.8	-5.7	-5.0	1.1	12.8	0.1	0.4
O=C(Cn1nnc2ccccc21)c1ccc([N+](=O)[O-])cc1	-2.8	-10.9	nt	11.0	5.6	nt	1.6	nt
O=C(CNC(=O)c1ccco1)OCC(=O)c1ccccc1Cl	1.9	5.5	-8.3	nt	-0.9	-7.1	nt	1.2
O=C(NC1CCSc2ccccc21)c1cc(S(=O)(=O)N2CCOCC2)ccc1Cl (centres undefined)	0.8	-22.2	-10.9	nt	-0.1	9.4	nt	-4.4
CC(C)COc1ccc(C(=O)OCCN2CCOCC2)c(O)c1	nt	nt	-24.1	1.9	nt	13.1	nt	-14.2
COc1ccc(S(=O)(=O)N2CCCCCC2)cc1C(=O)OCC(=O)NC(N)=O	nt	nt	-0.1	-1.0	nt	8.6	nt	10.0
CC1CN(Cc2nc3c(c(=O)n(C)c(=O)n3C)n2CCc2ccccc2)CC(C)O1 (centres undefined)	nt	nt	-3.6	1.0	nt	-5.1	nt	6.5
O=C(CN1C(=O)COc2ccc(Cl)cc21)Nc1nccs1	2.6	1.4	9.8	nt	0.6	-11.6	4.6	0.7
COc1cc(/C=C/C(=O)OCC(=O)Nc2cc(S(=O)(=O)N3CCCC3)ccc2Cl)cc(OC)c1OC	-1.2	-28.0	-21.7	-7.2	2.0	7.7	0.3	-7.0
Cc1ccc(NC(C)C(=O)N/N=C/c2ccc([N+](=O)[O-])s2)cc1 (centres undefined)	3.2	-4.3	11.4	-20.7	0.9	-7.8	16.0	2.0
COc1ccc(CN(C)Cc2cc(=O)oc3cc(C)c(C(C)C)cc23)cc1OC	2.7	-7.6	-4.0	7.2	-0.9	5.4	nt	4.5
O=C([C@@H]1[C@@H](CO)[C@@H]2Cn3c(ccc(C4=CCCC4)c3=O)[C@H]1N2C(=O)c1ccncc1)N1CCCCC1	-1.6	-2.3	13.2	1.4	-2.0	-2.0	-0.3	-2.4
CC=Cc1ccc2n(c1=O)C[C@H]1[C@H](CO)[C@@H](C(=O)NCC)[C@@H]2N1Cc1ccccc1 (mixture of isomers)	2.8	-13.6	2.9	6.4	2.1	2.2	-1.6	0.5
O=C(Nc1cc(F)ccc1F)N1[C@@H]2CNC[C@H]1C2c1ccc(-c2ccc(F)cc2)cc1 (some centres undefined)	-2.6&-2.3	58.0*!	nt	nt	-1.4&1.8	nt	0.1&0.1	nt
COc1ccccc1N(CC(=O)NC1CCCCC1)C(=O)Cn1nnc(-c2ccc(C)o2)n1	4.7	-1.0	-0.2	-6.6	3.4	0.5	nt	3.9
O=C(OCC(=O)N1CCCCCC1)c1ccc(Br)c(S(=O)(=O)N2CCOCC2)c1	-0.6	4.8	-1.3	-2.1	0.1	-9.3	0.7	2.2
NS(=O)(=O)c1cccc(NC(=O)c2cccc3c(Br)cccc23)c1	1.4	-5.7	-13.1	-0.4	-0.9	-1.9	0.2	-0.8
CC(C)C[C@@H](C)C(=O)N(Cc1ccccc1)c1ccccc1	-3.0	-13.4	-3.3	-5.4	-2.9	-6.4	-0.1	-1.7
COc1ccc(-c2ccc3c(c2)c(C#Cc2ccsc2)c(-c2cc(OC)cc(OC)c2)n3C)cc1	3.3	-23.4	1.4	-8.9	-4.5	-7.1	0.4	2.6
Cc1noc(C)c1S(=O)(=O)N(C)C[C@H]1Oc2ccc(NC(=O)Cn3cnnn3)cc2CC(=O)N([C@@H](C)CO)C[C@H]1C	-3.3	-6.6	-6.8	-4.3	-2.0	-0.3	-5.6	-2.1
Cc1noc(C)c1C(=O)OC(C(=O)NC1CCCC1)c1ccc(F)cc1 (centres undefined)	-0.6	-9.0	nt	2.9	-0.2	0.7	nt	nt
COc1ccc(OC(=O)N(C)C[C@H]2OCc3ccccc3-c3ccccc3C(=O)N([C@H](C)CO)C[C@@H]2C)cc1	-1.3	1.5	-3.1	-7.2	2.6	1.7	2.4	-3.4
CCCN(CCC)C(=O)Cn1c(=O)n(CCCCC(=O)NCc2ccco2)c(=O)c2ccccc21	nt	nt	-3.1	-2.3	nt	3.6	nt	-1.2
Cc1ccccc1NC(=O)c1sc2nc3c(c(-c4ccco4)c2c1N)CCC3	nt	nt	18.4	10.9	nt	16.6	nt	2.8
COc1nc(N)nc(N)c1NS(=O)(=O)c1ccc(C)cc1	-3.1	-7.5	1.3	-8.6	-5.4	-4.1	-0.1	-0.9
CC1(C)OC2CC3C4CCC5=CC(=O)CCC5(C)C4(F)C(O)CC3(C)C2(C(=O)CO)O1 (centres undefined)	2.5	-3.4	nt	-17.1	0.1	-8.8	1.0	nt
C[C@H](CO)N1C[C@H](C)[C@@H](CN(C)S(=O)(=O)c2cn(C)cn2)Oc2ccc(NC(=O)CCCCCC(=O)Nc3ccccc3N)cc2C1=O	-1.0	-12.3	-2.2	-1.9	0.7	-4.5	?	1.0
CC(=O)Nc1cccc(-c2csc(C(NC(C)=O)c3ccc(F)c(F)c3)n2)c1 (centres undefined)	2.1	-20.0	15.7	nt	2.2	-5.9	-0.2	4.3
CCOc1ccccc1CNC(=O)C(C)n1nc(C)c2c(C)n(-c3ccccc3)nc2c1=O (centres undefined)	nt	-7.2	-4.0	-1.2	-1.5	9.2	-0.3	-5.1
Cc1ccc(-c2cnc3c(c2)C(=O)N([C@H](C)CO)C[C@@H](C)[C@@H](CN(C)Cc2ccccc2F)O3)cc1	-3.9	15.1	13.0	-0.1	-0.1	-6.5	-0.1	0.1
Cn1nc(C(C)(C)C)c(NC(=O)c2cccs2)c1C(C)(C)C	-4.5	-2.9	3.6	-1.3	-1.6	2.2	0.4	0.1
CC(C)c1ccc(NC(=O)c2cc([N+](=O)[O-])ccc2N2CCOCC2)cc1	-3.3	-9.3	-7.5	10.5	-3.4	nt	0.0	-2.4
C[C@H](CO)N1C[C@H](C)[C@@H](CN(C)S(=O)(=O)c2ccc(F)cc2)OCCCC[C@H](C)Oc2ccc(NC(=O)CCC(F)(F)F)cc2C1=O	-1.4	17.2	2.6	nt	-2.4	-2.7	nt	0.8
O=C(CCSc1nc(-c2ccccc2)c(-c2ccccc2)o1)N1CCCCC1	6.9	-7.2	nt	nt	1.9	nt	0.1	nt
C[C@@H]1CN([C@@H](C)CO)C(=O)c2ccccc2-c2ccccc2CO[C@H]1CN(C)S(=O)(=O)c1cn(C)cn1	2.9	-5.6	-3.6	-6.3	1.8	0.4	0.3	1.3
Cc1ccc(S(=O)(=O)Nc2cccc3c2O[C@@H](CN(C)Cc2ccccc2)[C@H](C)CN([C@@H](C)CO)C3=O)cc1	-0.8	-5.3	3.1	0.2	5.8	-1.8	-0.2	-1.5
CC(C)C#Cc1cnc2c(c1)C(=O)N([C@@H](C)CO)C[C@@H](C)[C@H](CN(C)C(=O)CC1CC1)O2	-3.0	27.3	-1.5	-5.0	0.5	1.3	-0.4	4.6
O=C(O)c1cccc(Cn2c(Cl)c(/C=N/NC(=O)c3ccc(O)cc3)sc2=O)c1	6.4	-43.5	-31.1	41.1*	0.3	2.0	nt	-0.1

By substructure: those above containing fluorine
SMILES	ERp5 block	RAD52 inh	RAD54 inh	ARNT TACC3 PPI	CASP6 VEID inh	esBAF inh	E-selectin induc	PglD DTNB
O=C([C@H]1[C@H](CO)[C@H]2Cn3c(ccc(-c4ccncc4)c3=O)[C@@H]1N2CCC(F)(F)F)N1CCCCC1	0.3	-22.3	-1.1	-4.1	-0.9	1.7	0.0	1.6
CCOC(=O)Cc1cnc(NC(=O)NC(C(=O)OCC)(c2ccccc2)C(F)(F)F)s1 (centres undefined)	nt	nt	7.0	4.5	nt	6.1	nt	-3.9
O=C(Nc1cc(F)ccc1F)N1[C@@H]2CNC[C@H]1C2c1ccc(-c2ccc(F)cc2)cc1 (some centres undefined)	-2.6&-2.3	58.0*!	nt	nt	-1.4&1.8	nt	0.1&0.1	nt
Cc1noc(C)c1C(=O)OC(C(=O)NC1CCCC1)c1ccc(F)cc1 (centres undefined)	-0.6	-9.0	nt	2.9	-0.2	0.7	nt	nt
CC1(C)OC2CC3C4CCC5=CC(=O)CCC5(C)C4(F)C(O)CC3(C)C2(C(=O)CO)O1 (centres undefined)	2.5	-3.4	nt	-17.1	0.1	-8.8	1.0	nt
CC(=O)Nc1cccc(-c2csc(C(NC(C)=O)c3ccc(F)c(F)c3)n2)c1 (centres undefined)	2.1	-20.0	15.7	nt	2.2	-5.9	-0.2	4.3
Cc1ccc(-c2cnc3c(c2)C(=O)N([C@H](C)CO)C[C@@H](C)[C@@H](CN(C)Cc2ccccc2F)O3)cc1	-3.9	15.1	13.0	-0.1	-0.1	-6.5	-0.1	0.1
C[C@H](CO)N1C[C@H](C)[C@@H](CN(C)S(=O)(=O)c2ccc(F)cc2)OCCCC[C@H](C)Oc2ccc(NC(=O)CCC(F)(F)F)cc2C1=O	-1.4	17.2	2.6	nt	-2.4	-2.7	nt	0.8

High-throughput results (PubChem)
